Screening data: PubChem, The Scripps Research Institute Molecular Screening Center
TEAD-YAP block: TEAD-YAP interaction inhibition; HEK-TIYL cells, TEAD-Gal4/YAP UAS-luciferase luminescence; inhibition, % at 9.12 µM; 640,000 compounds, 1.4% hits; in the data active = inhibition above about 32%;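 also: 0% = median of test compound wells and 100% = reference inhibitor wells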
MITF primary: human MITF inhibition, primary screen | AlphaScreen MITF homodimerization, bead proximity signal | inhibition, % at 2.6 µM | 650,000 compounds, 0.91% hits; in the data active = inhibition above about 50%;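 also: 0% = vehicle wells with protein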
FBW7 act: human FBW7 E3 ligase activation, primary screen. normalized activity (activation), % at 26.1 µM. AlphaScreen FBW7–phospho-cyclin E peptide binding, activator screen. Q969H0. 650,000 compounds, 0.13% hits. AID 1259310; in the data active = normalized activity above about 1.9%;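 also: purified mutant Fbw7 with reduced substrate affinity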
Target sequence (Q969H0 whole entry, looked up): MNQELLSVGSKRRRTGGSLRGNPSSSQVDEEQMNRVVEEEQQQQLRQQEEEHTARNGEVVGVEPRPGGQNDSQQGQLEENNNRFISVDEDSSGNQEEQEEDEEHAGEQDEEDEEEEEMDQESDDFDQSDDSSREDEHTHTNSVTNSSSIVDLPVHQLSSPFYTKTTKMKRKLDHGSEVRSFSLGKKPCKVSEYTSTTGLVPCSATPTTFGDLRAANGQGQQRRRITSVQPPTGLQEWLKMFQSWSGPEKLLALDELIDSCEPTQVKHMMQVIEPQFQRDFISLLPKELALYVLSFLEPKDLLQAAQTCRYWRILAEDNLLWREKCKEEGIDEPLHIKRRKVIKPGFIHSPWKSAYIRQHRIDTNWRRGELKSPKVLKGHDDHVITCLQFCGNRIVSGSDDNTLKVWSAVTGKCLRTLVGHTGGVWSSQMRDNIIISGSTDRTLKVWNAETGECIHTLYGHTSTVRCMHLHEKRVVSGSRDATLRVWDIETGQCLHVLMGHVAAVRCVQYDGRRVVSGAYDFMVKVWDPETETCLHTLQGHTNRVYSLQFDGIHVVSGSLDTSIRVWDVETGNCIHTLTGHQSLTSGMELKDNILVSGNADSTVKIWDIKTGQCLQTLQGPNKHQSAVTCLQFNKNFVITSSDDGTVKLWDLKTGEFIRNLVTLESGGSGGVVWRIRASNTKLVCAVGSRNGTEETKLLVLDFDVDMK
GPR151 activ: activates the human receptor GPR151. activation, % at 11.2 µM. 650,000 compounds, 1% hits. PathHunter beta-arrestin GPR151 cells, luminescence. Q8TDV0; in the data active = activation above about 4.9%;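 also: 0% = median of compound wells and 100% = cells with positive control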
Numbers without * were called inactive; i = inactive; . = not tested or not shown.

Labels used below – A = TEAD-YAP block; B = MITF primary; C = FBW7 act; D = GPR151 activ
CCOc1ccc(NC(C)C(=O)N/N=C/c2cc(Br)c(O)c(OC)c2)cc1 (stereo unspecified)
  A: -3.4	B: 10.7	C: -0.1	D: -0.7
O=C(NCCCN1CCOCC1)c1nn2c(C(F)(F)F)cc(-c3cccs3)nc2c1Cl
  A: -0.7	B: 12.4	C: 0.4	D: -0.6
CCOc1ccc(C2C3=C(CC(C)(C)CC3=O)N(CC(=O)O)C3=C2C(=O)CC(C)(C)C3)cc1Cl
  A: -0.4	B: 11.0	C: 0.3	D: 2.1
CCOC(=O)c1c(N)n(-c2ccc(O)cc2)c2nc3ccccc3nc12
  A: 3.4	B: 4.0	C: -0.1	D: 0.9
N#Cc1ccc(-c2ccc(OCC(=O)NCc3ccccc3)cc2)cc1
  A: 11.1	B: -4.1	C: 0.9	D: -0.6
CC(=O)c1ccc2ccccc2c1OC(=O)c1cccnc1
  A: 3.8	B: -10.9	C: 0.1	D: -0.6
COc1cc(NC(=O)c2cccc(-c3ccc(N4CCN(C)CC4)cc3)c2)cc(OC)c1OC
  A: -19.6	B: 7.3	C: -0.1	D: -1.0
O=C1N[C@@H](Cc2c[nH]c3ccccc23)C(=O)N2CCN(C(=O)c3cc(F)cc(F)c3)C[C@H]12
  A: -5.6	B: -0.1	C: -0.2	D: 3.4
O=[N+]([O-])c1ccc(OCc2ccccc2)c2cn[nH]c12
  A: -46.1	B: 2.6	C: -0.2	D: -2.0
CN=C(Nc1ccc(C(F)(F)F)cc1)c1ccccc1
  A: -29.3	B: 1.9	C: -0.1	D: -0.1

Other structures
Labels used below – A = TEAD-YAP block; B = MITF primary; C = FBW7 act; D = GPR151 activ
CCCN(CCC)S(=O)(=O)c1ccc(C(=O)Nc2c3c(nn2-c2ccccc2C)CSC3)cc1
  A: -2.3	B: 1.6	C: 0.1	D: 0.2
O=C(Nc1ccccc1)Nc1nnc(CSCc2ccc(F)cc2)s1
  A: -20.1	B: -7.4	C: 0.2	D: 1.6
COc1cccc(C(=O)NNC(=O)c2ccc(Cl)cc2Cl)c1
  A: 1.3	B: 15.4	C: 0.0	D: -0.5
CN(C)c1cccc(Nc2nc(NCc3cccnc3)c3ncn(C4CCCCC4)c3n2)c1
  A: -8.2	B: 18.7	C: 1.3	D: -1.9
C#CCNc1c2c(nc3ncnn13)CCC2
  A: -10.7	B: 0.0	C: 0.1	D: -0.2
O=C(c1cc(-c2cccc(O)c2)on1)N1CCOCC1
  A: 64.7*	B: 14.8	C: 0.1	D: -4.9
COc1ccc(C(=O)NNC(=O)C2C3C=CC(C3)C2C(=O)O)cc1OC (stereo unspecified)
  A: 3.0	B: -13.5	C: 0.0	D: 0.0
COC(=O)NNC(=O)Nc1ccc(C)c(C)c1
  A: 5.5	B: 8.5	C: 0.5	D: -1.5
O=C(COc1ccccc1-c1ccccc1)NN=C1CCCC1
  A: 60.9*	B: 5.4	C: -0.1	D: 1.6
NC(=O)c1oc2ccccc2c1NC(=O)c1ccc(S(=O)(=O)N2CCCCCC2)cc1
  A: 2.1	B: 11.2	C: 0.1	D: 1.1

(continued)
Labels used below – A = TEAD-YAP block; B = MITF primary; C = FBW7 act; D = GPR151 activ
CCOc1ccc2oc(C)c(C(=O)OCCOC)c2c1
  A: -13.0	B: -1.7	C: 0.0	D: 0.8
CC1CCc2c(sc(NC(=O)COC(=O)c3cccc(O)c3)c2C#N)C1 (stereo unspecified)
  A: -18.0	B: 6.3	C: 0.1	D: 1.3
Cc1ccc(-n2cnc(N)c2C(=O)c2cccc([N+](=O)[O-])c2)cc1
  A: -1.5	B: i	C: -0.1	D: -1.2
COc1ccccc1CN1CCN(C(c2ccc(F)cc2)c2nnnn2C(C)(C)C)CC1 (stereo unspecified)
  A: -2.3	B: 11.2	C: 0.0	D: -0.9
Cc1ccc(C(CC(=O)O)Nc2nc(N3CCCCC3)nc(N3CCCCC3)n2)cc1 (stereo unspecified)
  A: -2.5	B: -2.9	C: 0.0	D: 0.3
Cc1cc(NC(=O)c2cc([N+](=O)[O-])ccc2Cl)ccc1NC(=O)c1ccccc1
  A: 3.7	B: -6.3	C: 0.3	D: 0.1
CN(C)c1ccc(/C=N\NC(=O)c2nonc2N)cc1
  A: -67.3	B: 14.8	C: -0.1	D: -5.8
COC(=O)c1cnc(N2CCN(c3ccc(F)cc3)CC2)c2ccccc12
  A: -9.1	B: -6.7	C: -0.2	D: 0.0
Cc1cc(C)nc(NC(=O)c2c(-c3ccccc3)noc2C)c1
  A: 19.9	B: 2.9	C: 0.1	D: -0.7
O=C(Nc1ccc(NCN2C(=O)c3ccc([N+](=O)[O-])cc3C2=O)cc1)c1ccccc1
  A: 29.3	B: -1.2	C: -0.1	D: -0.7

2 records picked at random from the list so far:
Labels used below – A = TEAD-YAP block; B = MITF primary; C = FBW7 act; D = GPR151 activ
COC(=O)c1cnc(N2CCN(c3ccc(F)cc3)CC2)c2ccccc12
  A: -9.1	B: -6.7	C: -0.2	D: 0.0
CN(C)c1ccc(/C=N\NC(=O)c2nonc2N)cc1
  A: -67.3	B: 14.8	C: -0.1	D: -5.8

(next part)
Labels used below – A = TEAD-YAP block; B = MITF primary; C = FBW7 act; D = GPR151 activ
CC1CCN(CCCNC(=O)c2cccc(N3CCCC3=O)c2)CC1
  A: 7.2	B: 8.3	C: 0.6	D: -0.2
O=C1OC(c2cccc3ccccc23)=N/C1=C/c1cccc(Cl)c1
  A: -0.1	B: 18.5	C: 0.1	D: -0.7
CC(=O)c1cccc(NC(=O)CN(C)S(=O)(=O)c2ccc(F)cc2)c1
  A: -6.5	B: 0.0	C: 0.0	D: 5.9*
CCN(CC)c1ccc(C=C2c3cc(C(C)=O)ccc3-c3ccc(C(C)=O)cc32)cc1
  A: -6.3	B: 6.5	C: 0.0	D: 1.2
CCOC(=O)c1[nH]c(C)c(CN(C(=O)c2ccc(C(C)(C)C)cc2)c2ccccc2)c1C
  A: -1.9	B: 7.0	C: 0.1	D: 1.3
CCC(Oc1ccccc1)C(=O)Nc1nncs1 (stereo unspecified)
  A: -7.5	B: 3.5	C: 0.1	D: -0.8
Cc1c(CNCc2ccccc2)c(C(=O)O)c(C)n1Cc1c(F)cccc1Cl
  A: -4.4	B: 7.3	C: -0.1	D: 0.4
O=c1[nH]c2c(c(=O)[nH]1)C(c1cc([N+](=O)[O-])ccc1N1CCOCC1)O2 (stereo unspecified)
  A: 3.7	B: 4.8	C: -0.1	D: -0.7
O=C(Nc1cccc(C(F)(F)F)c1)c1cc2n(n1)C(C(F)(F)F)CC(c1ccc3c(c1)OCO3)N2 (stereo unspecified)
  A: -6.8	B: 0.0	C: -0.1	D: -0.5
Cc1ccc(C(=O)N/C(=C\c2cccs2)C(=O)N2CCCN(C)CC2)cc1C
  A: 3.9	B: -10.9	C: 0.1	D: 3.8

Brought forward from above: 4 compounds; new compounds follow.
Labels used below – A = TEAD-YAP block; B = MITF primary; C = FBW7 act; D = GPR151 activ
Cc1c(CNCc2ccccc2)c(C(=O)O)c(C)n1Cc1c(F)cccc1Cl
  A: -4.4	B: 7.3	C: -0.1	D: 0.4
O=c1[nH]c2c(c(=O)[nH]1)C(c1cc([N+](=O)[O-])ccc1N1CCOCC1)O2 (stereo unspecified)
  A: 3.7	B: 4.8	C: -0.1	D: -0.7
O=C(Nc1cccc(C(F)(F)F)c1)c1cc2n(n1)C(C(F)(F)F)CC(c1ccc3c(c1)OCO3)N2 (stereo unspecified)
  A: -6.8	B: 0.0	C: -0.1	D: -0.5
Cc1ccc(C(=O)N/C(=C\c2cccs2)C(=O)N2CCCN(C)CC2)cc1C
  A: 3.9	B: -10.9	C: 0.1	D: 3.8
CCc1ccc(C2=NN(C(=O)C(C)C)C(O)(C(F)(F)F)C2)cc1 (stereo unspecified)
  A: 0.8	B: 3.7	C: 0.0	D: 1.3
COc1ccccc1NC(=O)CSc1nnc(NC(=O)Cc2ccccc2)s1
  A: 3.5	B: -19.4	C: -0.1	D: 0.5
COc1ccc2cc(C)c(SCC(=O)Nc3nc(C)cs3)nc2c1
  A: -10.9	B: 2.6	C: -0.1	D: -0.3
COc1ccc(/C=N\NC(=O)COc2cccc(C)c2)cc1
  A: 9.1	B: -11.5	C: 0.1	D: 2.2
CC(C)=CCC/C(C)=C/CC/C(C)=C/CC[C@]1(C)CCc2cc(O)cc(C)c2O1
  A: .	B: 4.2	C: .	D: -2.3
COc1ccc(Cl)cc1NC(=O)Cc1ccc(C)cc1
  A: -6.4	B: -11.1	C: 0.2	D: -1.3
Cc1ccc(C(C)C)c(OCC(=O)N/N=C/c2ccc(O)cc2)c1
  A: 47.6*	B: 11.9	C: -0.2	D: 1.0
Cc1ccccc1-c1noc(CCC(=O)NC(C)C)n1
  A: -9.4	B: 3.5	C: 0.8	D: -2.4
CN(CC(=O)Nc1ccc(Br)cc1F)S(=O)(=O)c1ccc(F)cc1
  A: -8.6	B: -6.1	C: 0.0	D: -0.6
COc1cn(CC(=O)NCc2ccc(F)cc2)c(CSc2nncn2C)cc1=O
  A: 7.1	B: -13.1	C: 0.3	D: 0.2

As a short view, 2 of the compounds above.
Labels used below – A = TEAD-YAP block; B = MITF primary; C = FBW7 act; D = GPR151 activ
Cc1ccc(C(C)C)c(OCC(=O)N/N=C/c2ccc(O)cc2)c1
  A: 47.6*	B: 11.9	C: -0.2	D: 1.0
Cc1ccccc1-c1noc(CCC(=O)NC(C)C)n1
  A: -9.4	B: 3.5	C: 0.8	D: -2.4

Additional compounds:
Labels used below – A = TEAD-YAP block; B = MITF primary; C = FBW7 act; D = GPR151 activ
CNC(=S)N1N=C(c2ccc(Br)cc2)CC1c1ccc(Br)cc1 (stereo unspecified)
  A: 15.0	B: 12.7	C: -0.2	D: 3.9
CCN(CC)S(=O)(=O)c1ccc(-c2nnc(SCC(C)=O)o2)cc1
  A: -0.7	B: -16.1	C: -0.1	D: 0.0
COc1ccc(NCC(=O)n2c(C)c(C)c3ccccc32)cc1
  A: 52.5*	B: 8.5	C: 0.2	D: -0.9
Cc1ccc(NC(=O)c2cc(S(=O)(=O)N3CCCc4ccccc43)ccc2F)cc1Cl
  A: -0.1	B: 13.3	C: 0.5	D: 0.1
Cc1noc(C)c1CCC(=O)N1CCN(Cc2csc(-c3ccccc3)n2)CC1
  A: 4.0	B: 1.7	C: 0.3	D: 1.6
COc1ccc(CNC(=O)COC(=O)C(CC(C)C)NC(N)=O)cc1OC (stereo unspecified)
  A: -2.1	B: -13.2	C: -0.1	D: 1.5
CCCCn1c(SCC(=O)NNC(C)=O)nc2c1c(=O)n(C)c(=O)n2C
  A: 3.2	B: 2.1	C: 0.6	D: -0.5
CCOC(=O)C/C(C)=N/c1ccnn1-c1ccccc1
  A: 76.4*	B: 2.2	C: -0.1	D: -4.0
CC(Cc1ccc2c(c1)OCO2)c1cc(C(=O)NCC2(C)COC2)on1 (stereo unspecified)
  A: -67.6	B: 3.6	C: -0.1	D: -0.8
C=CCNC(=O)CN(c1cc(C)ccc1OC)S(C)(=O)=O
  A: 4.0	B: 3.4	C: 0.1	D: -0.1

Remaining list, next part
Labels used below – A = TEAD-YAP block; B = MITF primary; C = FBW7 act; D = GPR151 activ
O=C(/C=C/c1ccc2c(c1)OCCO2)c1cc(Cl)ccc1O
  A: -14.2	B: -1.8	C: -0.1	D: -0.4
CCOC(=O)C(C)Oc1ccc2c(C)cc(=O)oc2c1C(=O)CC (stereo unspecified)
  A: -28.2	B: 5.8	C: 0.1	D: 2.1
CC(C)n1cnc2c(NCc3cccnc3)nc(Nc3ccncc3)nc21
  A: -4.6	B: 0.5	C: 0.4	D: 0.4
CC(NC(=O)NC(=O)Cc1ccccc1)c1ccccc1 (stereo unspecified)
  A: 11.8	B: -11.5	C: 0.0	D: -0.3
O=S(=O)(Cc1ccccc1)Oc1ccc(Br)cc1
  A: -7.8	B: -14.6	C: 1.3	D: -1.9
CC1(C)CC(=O)C(C(C2=C(O)CC(C)(C)CC2=O)c2ccccc2[N+](=O)[O-])C(=O)C1 (stereo unspecified)
  A: 0.7	B: -0.3	C: -0.1	D: -1.4
CCN(c1ccccc1)c1cc(N(C)C)c2nonc2c1[N+](=O)[O-]
  A: -4.8	B: 0.9	C: -0.5	D: -0.3
Clc1ccc(C2NCCc3cc4c(cc32)OCCO4)cc1 (stereo unspecified)
  A: 5.2	B: 10.5	C: -0.1	D: -1.3
Cc1ccc2c(c1)C1NC(=S)N(CCc3ccccc3)C(C)(O2)C1C(=O)N(C)C (stereo unspecified)
  A: 12.7	B: 13.1	C: 0.7	D: -1.9
CCn1c(-c2ccc(S(=O)(=O)N3CCCC3)cc2)csc1=Nc1cccc(OC)c1
  A: 0.1	B: 10.6	C: 0.0	D: 0.4
CC(=O)NC(CC(C)C)c1nnc2n1CCN(Cc1ccc(OC(C)C)cc1)CC2 (stereo unspecified)
  A: 3.4	B: -8.7	C: -0.1	D: 1.4
COc1ccc(N2CCN(CCNc3nc4ccccc4n4c(C)nnc34)CC2)cc1
  A: -3.5	B: 4.9	C: -0.3	D: 0.0

A different layout for two compounds above:
Structure	TEAD-YAP block	MITF primary	FBW7 act	GPR151 activ
CC(NC(=O)NC(=O)Cc1ccccc1)c1ccccc1 (stereo unspecified)	11.8	-11.5	0.0	-0.3
O=S(=O)(Cc1ccccc1)Oc1ccc(Br)cc1	-7.8	-14.6	1.3	-1.9
